IDE act – human IDE activators in live cells, primary screen, fluorescence polarization, HEK cells, FAbeta-B substrate. 340,000 tested, 0.073% active. Insulin-degrading enzyme (Homo sapiens), P14735. activation, % at 5.96 µM. FAbeta-B cleavage; 0% vehicle, 100% cell-free pure enzyme wells. AID 493087, 2011;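 active means activation above the mean of all tested compounds plus 3 SD, set per screening campaign, cut at about 17% in these data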
Target sequence (P14735 whole entry, looked up): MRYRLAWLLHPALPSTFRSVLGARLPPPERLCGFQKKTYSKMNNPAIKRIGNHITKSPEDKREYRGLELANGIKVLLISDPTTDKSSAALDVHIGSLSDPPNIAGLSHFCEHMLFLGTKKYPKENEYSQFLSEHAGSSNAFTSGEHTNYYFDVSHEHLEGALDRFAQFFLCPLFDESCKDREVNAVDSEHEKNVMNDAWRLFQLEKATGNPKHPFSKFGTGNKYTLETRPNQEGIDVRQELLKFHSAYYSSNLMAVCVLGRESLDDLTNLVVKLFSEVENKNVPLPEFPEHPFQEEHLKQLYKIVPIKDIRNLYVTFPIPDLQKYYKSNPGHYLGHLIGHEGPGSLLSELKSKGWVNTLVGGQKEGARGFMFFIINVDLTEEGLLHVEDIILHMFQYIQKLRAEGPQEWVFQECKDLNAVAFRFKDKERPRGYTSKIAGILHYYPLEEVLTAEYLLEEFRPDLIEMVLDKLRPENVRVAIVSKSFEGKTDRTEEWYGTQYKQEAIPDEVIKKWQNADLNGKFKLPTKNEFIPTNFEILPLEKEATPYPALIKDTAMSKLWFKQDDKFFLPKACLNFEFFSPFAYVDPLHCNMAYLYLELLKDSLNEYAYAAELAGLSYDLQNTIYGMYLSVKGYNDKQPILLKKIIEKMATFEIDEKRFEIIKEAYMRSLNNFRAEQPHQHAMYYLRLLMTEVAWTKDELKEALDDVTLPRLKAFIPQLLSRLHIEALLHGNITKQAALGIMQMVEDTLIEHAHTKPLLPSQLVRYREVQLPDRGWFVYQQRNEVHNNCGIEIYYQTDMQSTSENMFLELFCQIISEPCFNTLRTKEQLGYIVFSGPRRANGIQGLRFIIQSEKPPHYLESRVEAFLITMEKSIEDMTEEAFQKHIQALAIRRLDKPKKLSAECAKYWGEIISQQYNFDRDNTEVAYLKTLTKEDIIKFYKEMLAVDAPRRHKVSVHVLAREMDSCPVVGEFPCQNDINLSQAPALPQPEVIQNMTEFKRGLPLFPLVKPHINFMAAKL
IDE cell inh – human IDE inhibitors in live cells, primary screen, fluorescence polarization, HEK cells, FAbetaB substrate; inhibition, % at 5.59 µM; 320,000 tested, 0.41% active; AID 434962, 2010; FAbetaB cleavage; Insulin-degrading enzyme (Homo sapiens), P14735;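 active means percent inhibition above the average of all tested compounds plus 3 SD, set per screening campaign, cut at about 16% in these data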;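 further: IDE supplied by intact live HEK cells; FP after avidin binding of uncleaved biotin substrate so inhibition keeps polarization high; 0% = DMSO wells and 100% = 60 µM reference IDE inhibitor Ii1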
SUMO HTRF inh – inhibitors of in vitro SUMOylation cascade, primary screen, biochemical, HTRF, uHTS; HTRF SUMOylation assay, SAE1/SAE2 + UBC9; 290,000 tested, 0.36% active; SUMO-conjugating enzyme UBC9 (Homo sapiens), P63279; inhibition, % at 35 µM; in the data active means inhibition above about 50%, passing the limit was not always enough; further: strong numbers were not always called active
GalR3 antag – GalR3 antagonists in HEK293 cells, primary screen, cell-based, fluorescence readout. AID 651719, 2012. HEK293 GalR3-CNG cAMP membrane potential fluorescence; galR3 body fused to GalR1 C-terminus. 360,000 tested, 0.44% active. Galanin receptor type 3 (Homo sapiens), O60755. inhibition, % at 3 µM;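 active means inhibition above the screen-wide average plus 3 SD, cut at about 13% in these data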;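 further: forskolin and galanin both at EC90 stimulate the cells; cAMP rise reported by CNG channel membrane potential dye signal; 0% = forskolin plus galanin with DMSO and 100% = forskolin alone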
HCV NS3 hel inh – inhibitors of HCV NS3 helicase, primary screen, biochemical, Cy5 molecular beacon fluorescence; Hepatitis C virus NS3 helicase; AID 1800, 2009; NS3 helicase DNA unwinding; 290,000 tested, 0.56% active; inhibition, % at 10.9 µM;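 active means inhibition above the mean of all tested compounds plus 3 SD, set per campaign, cut at about 35% in these data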;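 further: 0% = DMSO wells and 100% = thioflavine S control wells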
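Control set: DMSO versus 110 µM thioflavine S; Material: NS3 helicase fragment of HCV; Measured by: Cy5 fluorescence at 0 and 60 min, beacon hairpin quenching; Read-out basis: percent inhibition from t60/t0 fluorescence ratio; Times: reaction time 60 min, 25 °C; Repeats: single replicate; Compound dosing: single dose, 10.9 µM nominal final, DMSO 0.8% final.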
IMP-1 inhibitor – IMP-1 metallo-beta-lactamase inhibitors, primary screen, biochemical, epi-absorbance readout, Pseudomonas aeruginosa enzyme; 290,000 tested, 0.45% active; purified IMP-1, nitrocefin hydrolysis, epi-absorbance fluorescence; AID 1556, 2009; metallo-beta-lactamase IMP-1 (Pseudomonas aeruginosa); inhibition, % at 5.6 µM;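 active means inhibition above the mean plus 3 SD of all compounds in the same screening run, cut at about 4.5% in these data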;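 further: 0% = IMP-1 with DMSO and 100% = DMSO wells lacking enzyme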
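System: Purified recombinant IMP-1 metallo-beta-lactamase enzyme | Measured by: Fluorescence quenching readout, ex 480/em 530 nm | Replication: Singlicate | Incubation: 15 min preincubation plus 25 min reaction at 25 °C | Evaluation: Percent inhibition from optical density relative to buffer-blank wells | Benchmarks: DMSO with and without IMP-1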
pCIP destab – p/CIP-EGFP fusion destabilizers, primary screen, fluorescence, F442A cells; Q05BA5; 16 h; decrease of EGFP signal, % at 10 µM; 290,000 tested, 0.01% active; AID 1984, 2009;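 active means EGFP signal decrease of at least 30% at 10 µM or well 3 SD below plate mean, unless failing retest; inactive means the rest, including hits failing retest or dose response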; further: some compounds called inactive have numbers as strong as hits; many of its hits are not listed in these tables
VIM-2 inh – VIM-2 metallo-beta-lactamase inhibitors, primary screen, biochemical, epi-absorbance readout, Pseudomonas aeruginosa enzyme; purified VIM-2, nitrocefin hydrolysis, epi-absorbance fluorescence; inhibition, % at 5.6 µM; 290,000 tested, 0.89% active; AID 1527, 2009;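 active means inhibition above the mean of all tested compounds plus 3 SD, cutoff set per screening run, cut at about 7.5% in these data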;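 further: red hydrolysis product quenches plate fluorescence so inhibitors raise well fluorescence; 0% = enzyme with DMSO and 100% = DMSO without enzyme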
CRFR2-BP antag – antagonists of CRF-BP/CRF-R2 complex, primary screen, cell-based, HEK293, calcium dye fluorescence, uHTS | inhibition, % at 11.8 µM | 350,000 tested, 0.59% active | AID 588475, 2011 | CRF-induced calcium fluorescence;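 active means inhibition of the ligand-induced calcium signal above about 50% at the single tested concentration, limit read from the data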
* = called active by the depositor; . = not tested or not shown.

SMILES	IDE act	IDE cell inh	SUMO HTRF inh	GalR3 antag	HCV NS3 hel inh	IMP-1 inhibitor	pCIP destab	VIM-2 inh	CRFR2-BP antag
CCC(C)NC(=O)c1ccc(NC(=O)CC2SC(N3CCCCC3)=NC2=O)cc1 (centres undefined)	2	1	.	-5	.	.	.	.	25
Cc1cc(-c2nnnn2-c2ccc(C(F)(F)F)cc2)no1	-5	6	8	-4	-6	-1.0	-8	-1.7	-9
CCCCCC(=O)Nc1cc(N(C)C)nc2ccccc12	5	0	5	-4	-13	-2.2	0	1.2	0
Cn1c2ccccc2c2cc(/C=N/NC(=O)c3cc(O)ccc3O)ccc21	-4	-6	58*	1	69*	-3.1	-15	-4.9	5
CC(C)OCCCNC(=O)CN1C(=O)CC(C)(C)S(=O)(=O)c2ccccc21	2	2	23	1	2	-3.9	-17	-4.2	-4
N#C/C(=C\c1ccccc1)C(=O)NCCN1CCOCC1	0	-6	10	3	-6	-3.0	-5	-2.4	-2
CCOC(=O)CSc1nnc(CNC(=O)c2cccc(C)c2)n1C	2	5	7	-6	-3	-0.6	-2	0.9	-3
COc1ccc(-c2csc3[nH]c(=S)n(-c4ccccc4)c(=O)c23)cc1OC	3	7	19	-3	7	-4.4	-18	-1.9	-23
CCc1nccn1CCC(=O)N1CCCC(N2CCN(c3ccccc3F)CC2)C1 (centres undefined)	1	2	4	1	2	-3.4	-1	-1.5	-2
COc1ccc(S(=O)(=O)N2CCC(C(=O)Nc3nccs3)CC2)cc1	-6	-2	5	-3	2	-1.2	-6	-0.1	-24
Cn1c(=O)c2c(nc(Br)n2CCSc2nc3ccccc3o2)n(C)c1=O	-2	-2	13	-1	6	-4.6	-5	-2.5	8
CC(Sc1nc(N)c(NC(=O)c2ccc(Br)o2)c(=O)[nH]1)C(=O)O (centres undefined)	5	-6	9	-2	7	-1.5	-13	-1.8	0
Cc1sc(NC(=O)c2cccnc2)nc1-c1ccccc1	-7	-8	23	-4	7	-1.4	-6	0.3	-21
COC(=O)C1=C(C)NC(=O)NC1c1ccccc1Cl (centres undefined)	4	2	-6	-1	11	0.8	2	0.3	4
CN(C(=O)COC(=O)CNS(=O)(=O)/C=C/c1ccccc1)C1CCS(=O)(=O)C1 (centres undefined)	0	0	-1	0	2	-2.8	13	-2.5	-2

Structural class, those above with bromine (2)
SMILES	IDE act	IDE cell inh	SUMO HTRF inh	GalR3 antag	HCV NS3 hel inh	IMP-1 inhibitor	pCIP destab	VIM-2 inh	CRFR2-BP antag
Cn1c(=O)c2c(nc(Br)n2CCSc2nc3ccccc3o2)n(C)c1=O	-2	-2	13	-1	6	-4.6	-5	-2.5	8
CC(Sc1nc(N)c(NC(=O)c2ccc(Br)o2)c(=O)[nH]1)C(=O)O (centres undefined)	5	-6	9	-2	7	-1.5	-13	-1.8	0

Compounds shown so far that contain fluorine (two):
SMILES	IDE act	IDE cell inh	SUMO HTRF inh	GalR3 antag	HCV NS3 hel inh	IMP-1 inhibitor	pCIP destab	VIM-2 inh	CRFR2-BP antag
Cc1cc(-c2nnnn2-c2ccc(C(F)(F)F)cc2)no1	-5	6	8	-4	-6	-1.0	-8	-1.7	-9
CCc1nccn1CCC(=O)N1CCCC(N2CCN(c3ccccc3F)CC2)C1 (centres undefined)	1	2	4	1	2	-3.4	-1	-1.5	-2

Next part:
SMILES	IDE act	IDE cell inh	SUMO HTRF inh	GalR3 antag	HCV NS3 hel inh	IMP-1 inhibitor	pCIP destab	VIM-2 inh	CRFR2-BP antag
CCC(=O)Nc1ccccc1C(=O)OCC(=O)Nc1ccc(S(N)(=O)=O)cc1	3	-1	9	-6	7	-4.2	-6	-1.6	2
C/C(=N\N(c1ccccc1)c1ccccc1)c1ccc(N)cc1	0	0	.	2	.	.	.	.	-27
CC(C)n1cnnc1SCC(=O)Nc1ccc(N2CCCCC2)cc1	6	3	.	-3	.	.	.	.	-2
CCn1c(C)cc(/C=C2\NC(=O)N(Cc3ccc(Cl)cc3)C2=O)c1C	6	0	10	-4	8	-2.4	-6	1.3	-17
COc1ccc(C(=O)NCCc2cc3ccc(C)c(C)c3[nH]c2=O)cc1OC	-1	10	4	-6	0	-0.7	0	-3.0	4
O=C(O)c1ccccc1C(=O)Nc1ccc(S(=O)(=O)NC2CCCCC2)cc1	1	2	-8	-1	1	0.3	-6	-1.7	-19
COc1ccccc1NC(=O)N1CCCC1C(=O)NC1CCCCC1 (centres undefined)	2	-5	-1	-3	-13	-4.9	13	0.1	0
Cc1cc(C)cc(NC(=O)C2C3C=CC4(O3)C2C(=O)N(CCCN2CCCCC2)C4C(=O)NC2CCCCC2)c1 (centres undefined)	3	-4	3	-8	-5	-1.4	5	-3.1	6
CN(C(=O)C1CCCN(S(=O)(=O)c2cccc([N+](=O)[O-])c2)C1)C1CCS(=O)(=O)C1 (centres undefined)	0	3	14	1	-7	0.4	-5	-3.6	-3
COc1cc(NC(=O)Cn2ccsc2=N)c(C)cc1[N+](=O)[O-]	-4	1	5	-8	-25	-1.5	-10	-1.4	-2
COc1ccc(C)c2sc(N(CCCN(C)C)C(=O)c3ccc4c(c3)OCCO4)nc12	6	7	.	-8	.	.	.	.	-9
CN(C)CCN(C(=O)c1cccc2ccccc12)c1nc2cc3c(cc2s1)OCO3	-2	-2	-2	-6	-37	1.1	-2	-1.0	-26
CC1CC(c2ccccc2)n2nc(NC(=O)c3ccco3)nc2N1 (centres undefined)	3	4	-1	-4	-2	-4.6	-10	-5.6	-9
CSc1ncc(CO)n1Cc1ccccc1	1	5	3	5	3	-4.5	11	-5.2	3
O=C(COC(=O)C12CC3CC(CC(C3)C1)C2)N1CCN(S(=O)(=O)c2ccccc2)CC1	5	1	-1	-1	1	0.5	4	1.0	9

Some entries already given, showing only IDE cell inh and VIM-2 inh.
SMILES	IDE cell inh	VIM-2 inh
CCn1c(C)cc(/C=C2\NC(=O)N(Cc3ccc(Cl)cc3)C2=O)c1C	0	1.3
COc1ccc(C(=O)NCCc2cc3ccc(C)c(C)c3[nH]c2=O)cc1OC	10	-3.0

Following part.
SMILES	IDE act	IDE cell inh	SUMO HTRF inh	GalR3 antag	HCV NS3 hel inh	IMP-1 inhibitor	pCIP destab	VIM-2 inh	CRFR2-BP antag
CCOC(=O)c1[nH]ncc1CN1CCN(Cc2ccc(C)cc2)C(CCO)C1 (centres undefined)	-1	0	11	-2	6	-2.3	-9	-2.4	7
CCOC(=O)C1CCCN(S(=O)(=O)Cc2ccc(Cl)cc2)C1 (centres undefined)	-1	1	4	-10	-21	-0.8	-2	0.1	7
CCCCOc1ccc(C(=O)N(CC)CC(=O)NCc2cccs2)cc1	5	-5	3	1	15	0.6	0	-0.1	-1
CCONc1ncnc2nonc12	3	1	15	-5	-6	-2.6	2	-5.3	-1
NC(=O)CC1C(=O)N(c2ccc(F)cc2)C(=O)N1NC(=O)CCc1ccccc1 (centres undefined)	3	12	-1	-1	0	-1.3	23	-0.5	-11
O=C(Cc1ccsc1)N1CCN(S(=O)(=O)c2cc(C(F)(F)F)cc(C(F)(F)F)c2)CC1	-3	0	-19	-2	9	-2.8	-3	-1.1	-10
Cc1ccc(S(=O)(=O)N(C)C)cc1NC(=O)C1CCCC1	2	0	19	-12	2	-4.2	-11	-1.5	9
O=C(NCCC1CCCCN1S(=O)(=O)c1ccc(Cl)cc1)C(=O)NCc1ccco1 (centres undefined)	-5	2	.	-3	.	.	.	.	-27
Cn1c(SCC(=O)C(C)(C)C)nnc1-c1cccnc1	1	3	14	-2	2	0.3	-5	1.6	-4
C=C(C)CNC(=S)N/N=C/c1c(F)cccc1F	4	1	4	-5	7	-5.1	20	-3.2	-6
Cc1ccc(NC(=O)Cn2c(=O)cnc3ccccc32)cc1S(=O)(=O)N(C)C	4	9	-2	-2	-10	-0.7	-13	-3.0	4
N#C/C(=C1/CCCCCN1)c1nc2ccccc2s1	-10	3	0	-6	4	-3.4	-4	-3.8	-29
COCC(=O)n1nc(-c2ccccc2)nc1NCc1ccc(N(C)C)cc1	0	-5	4	-1	-12	-0.7	-7	-1.9	5
CCCCOC(=O)Nc1cccc(Cl)c1C	6	-1	3	-7	7	-1.9	-6	-1.1	-8
O=C(NNC(=O)[C@@H]1CCCC[C@@H]1C(=O)O)c1cccs1	2	-2	0	-4	0	-2.4	-6	-0.3	-16
O=C(Nc1ccc2c(c1)OCCO2)c1cccs1	8	4	30	-3	2	-1.9	-2	0.7	8
COc1ccc(/C=N\Nc2ccccn2)c(OC)c1	3	.	1	-5	4	-5.3	-12	0.6	11
NC(=O)c1ccsc1NC(=O)COC(=O)c1c(F)cccc1Cl	-1	1	.	-2	.	.	.	.	-3
CCc1ccccc1N(CC(=O)NCc1ccco1)C(=O)CCC(=O)Nc1nccs1	5	2	9	6	3	-1.9	-19	-2.3	3
CCSc1ccc([C@@H]2[C@H]3C(=O)N(CC)C(=O)[C@H]3[C@]3(C(=O)OC)CCCCN23)cc1	2	0	.	-2	.	.	.	.	-6
O=C(/C=C/c1ccccc1)N1CCN(C(=O)c2ccco2)CC1	4	4	12	-4	3	-1.7	-8	-1.1	23
